SMN2 splice up: enhancers of SMN2 splice variant expression. actives 2.8% (n = 210,000). AID 1458. HEK293 SMN2-luciferase splicing reporter, luminescence, 30-36 h. Potency, µM (series often up to 46.1 µM), for the others: top-dose activity change, positive = activation, most hits filed as activators; also: % of control where 0% means no effect; nearly all actives have a fitted effect of over 55% in size
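qHTS luciferase splicing reporter: luminescence rises when SMN2 exon 7 is included in transfected HEK293 cells. Compound exposure lasted 30-36 h at 37C, with 4.5 mM final sodium butyrate as control, followed by a ONE-Glo read.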
KDM4E inh: JMJD2E (human) inhibition | JMJD2E catalytic domain, FDH-coupled NADH fluorescence (FDH is formaldehyde dehydrogenase) | actives 1.6% (n = 230,000) | B2RXH2 | Potency, µM (series often up to 57.1 µM), inactives show top-dose activity change, negative = inhibition, actives largely listed as inhibitors; active = well fitted inhibition curve with a large enough effect, not every such curve was filed as active; inconclusive = small, poorly fitted or top-dose-only effect, or another doubt; inactive = no such curve, though single readings can be large or run the other way;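 also: 0% = wells with enzyme and -100% = buffer wells without enzyme; nearly all actives have a fitted effect of over 50% in size; many of its hits are not listed in these tables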
Target sequence (B2RXH2 1-337 limits assumed): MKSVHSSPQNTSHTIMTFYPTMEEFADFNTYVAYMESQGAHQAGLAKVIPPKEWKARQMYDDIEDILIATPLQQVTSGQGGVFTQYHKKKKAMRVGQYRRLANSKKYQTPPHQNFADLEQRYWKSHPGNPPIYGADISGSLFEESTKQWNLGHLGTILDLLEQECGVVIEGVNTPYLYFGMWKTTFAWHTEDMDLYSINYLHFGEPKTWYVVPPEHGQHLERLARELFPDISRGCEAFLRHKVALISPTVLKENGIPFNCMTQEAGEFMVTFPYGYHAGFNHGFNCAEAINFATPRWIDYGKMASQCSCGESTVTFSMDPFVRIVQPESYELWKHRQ
LMNA splice mod: LMNA splicing modulation. Potency, µM (titrated, usually from 46.1 µM), without a hit: at the highest dose ratio change, negative = inhibition, most hits filed as inhibitors. actives 0.01% (n = 200,000). HeLa LMNA splicing GFP/RFP minigene ratio, 48 h; active = well fitted inhibition curve with a large enough effect in the signal ratio, with a control signal flat, not every such curve was filed as active; inconclusive = small, poorly fitted or top-dose-only effect, or effect the other way, or a change in a side signal; the % refers to the signal ratio; also: % is scaled to controls: 0 for no effect and ±100 for the full control effect
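S3 HeLa cells stably expressing lamin A-EGFP splicing minigene plus DsRed2, 600 cells/well, 48 h compound exposure at 37C. Laser-scanning cytometry; analysed as GFP (500-530 nm)/RFP (575-640 nm) total intensity ratio; 0.5% DMSO vehicle.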
RECQ1 inh: inhibitors of human RECQ1 DNA helicase; RECQ1 DNA unwinding, red fluorescence kinetic read; Potency, µM (highest dose often 57.3 µM), without a hit: at the highest dose activity, negative = inhibition, actives largely listed as inhibitors; actives 0.54% (n = 240,000);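 also: plate controls were vehicle for no effect and no enzyme for full effect; nearly all actives have a fitted effect of over 30% in size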
Target sequence (P46063 whole entry, looked up): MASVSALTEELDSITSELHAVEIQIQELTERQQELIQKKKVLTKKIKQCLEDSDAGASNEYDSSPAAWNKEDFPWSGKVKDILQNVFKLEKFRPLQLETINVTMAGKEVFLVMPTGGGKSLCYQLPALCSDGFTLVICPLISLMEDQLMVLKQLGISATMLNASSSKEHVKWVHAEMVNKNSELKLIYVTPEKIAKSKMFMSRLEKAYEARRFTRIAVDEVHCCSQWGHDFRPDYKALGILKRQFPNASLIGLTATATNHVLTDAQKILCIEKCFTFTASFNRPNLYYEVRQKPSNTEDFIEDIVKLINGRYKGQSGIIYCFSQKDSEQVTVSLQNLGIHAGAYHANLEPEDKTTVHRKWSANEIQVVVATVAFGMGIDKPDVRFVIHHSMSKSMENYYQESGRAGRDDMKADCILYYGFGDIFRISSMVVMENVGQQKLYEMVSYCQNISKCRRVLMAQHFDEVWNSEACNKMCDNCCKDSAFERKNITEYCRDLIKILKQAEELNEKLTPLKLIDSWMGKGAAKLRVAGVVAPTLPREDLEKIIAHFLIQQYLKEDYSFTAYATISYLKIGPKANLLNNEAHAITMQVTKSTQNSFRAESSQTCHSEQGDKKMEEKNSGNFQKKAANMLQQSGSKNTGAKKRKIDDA
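RECQ1T1 50 nM; forked duplex (20 bp + 30-nt ss tails) 200 nM, ATP 2 mM final; pH 8.0, 2 mM MgCl2, 2.5 ug/ml poly(dI-dC); 15 min compound preincubation; discontinuous kinetic read over 2 h at RT.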
ALDH1A1 block: inhibitors of human aldehyde dehydrogenase 1A1. P00352. Purified ALDH1A1, NADH fluorescence, propionaldehyde substrate. Potency, µM (highest dose often 75.3 µM), for the others: top-dose activity, negative = inhibition, hits mostly inhibitors. actives 7.3% (n = 220,000); active = well fitted inhibition curve with a large enough effect, not every such curve was filed as active; inconclusive = small, poorly fitted or top-dose-only effect, or another doubt; inactive = no such curve, though single readings can be large or run the other way;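 also: plate controls were no enzyme wells and a reference inhibitor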
TR SRC2 fluor cs: counter-screen for TRb-SRC2 inhibitors: fluorescence interference | TRb/SRC2 Texas Red total fluorescence interference | Potency, µM (titrated, usually from 106 µM), for inactives: top-dose fluorescence change, negative = quenching | actives 0.29% (n = 280,000) | AID 1479; active = well fitted curve in either direction with a large enough effect; inconclusive = small, poorly fitted or top-dose-only effect; also: % is scaled to controls: 0 for no effect and ±100 for the full control effect
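Human TRβ ligand-binding domain (0.6 uM) and Texas Red SRC2 peptide (20 nM) in Tris buffer with 1 uM T3 and 5% DMSO were incubated with pinned compound for 5 hr at ambient temperature. Total fluorescence was computed as S + 2P (555/632 nm).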
GoLoco inh red: blocks human Gai1 binding to RGS12 GoLoco peptide, red readout; P63096; Gai1:RGS12 GoLoco peptide FP, rhodamine, 10 min; Potency, µM (highest dose often 61.6 µM), inactives show at the top dose activity, negative = inhibition, actives largely listed as inhibitors; actives 0.44% (n = 230,000); active = well fitted inhibition curve with a large enough effect, not every such curve was filed as active; inactive = no such curve, though single readings can be large or run the other way; also: % is scaled to controls: 0 for no effect and ±100 for the full control effect; nearly all actives have a fitted effect of over 30% in size; many of its hits are not listed in these tables
TRb SRC2 PPI: disrupts binding of human TR beta to SRC2; P10828; TRbeta-SRC2 peptide binding, fluorescence polarization; receptor liganded with 1 µM T3; Potency, µM (series often up to 106 µM), for the others: at the highest dose activity change, negative = inhibition, hits mostly inhibitors; actives 0.065% (n = 280,000);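 also: plate controls were bound peptide for no effect and peptide without receptor for full effect; nearly all actives have a fitted effect of over 50% in size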
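Decrease in fluorescence polarization of 20 nM Texas Red SRC2 coactivator peptide flagged inhibition of its binding to 0.6 uM TRb LBD; 1 uM T3 included, incubation 5 hr, ex 555/em 632 nm.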
* hit, by the source's call; i = inactive; ? = inconclusive; · = not tested or not shown; [ ] = remark or other dose. Unless noted, calls follow the shape of the dose curve; as a rule, active = well fitted curve in the direction sought with a large enough effect; inconclusive = small, poorly fitted or top-dose-only effect, or another doubt; inactive = no such curve, though single readings can be large; an effect the other way counts as inactive or inconclusive. Potency is read from the fitted curve at half-maximal effect. Not all compounds are listed; the hit share may differ from the screen's.

Molecule | SMN2 splice up | KDM4E inh | LMNA splice mod | RECQ1 inh | ALDH1A1 block | TR SRC2 fluor cs | GoLoco inh red | TRb SRC2 PPI
O=C(Nc1ccc(Cl)cc1)Nc1cc([N+](=O)[O-])ccc1F | -16% | 3% | 2% | i | 3% | 0% | -3% | 8%
CCOC(=O)C(C)Sc1nc(=O)n2cc(C)ccc2n1 (stereo not given) | 16% | ? | · | -4% | ? | 0% | -6% | -3%
O=C(O)c1sc2cc(C(F)(F)F)cnc2c1-c1cccs1 | 6% | ? | 37%[9.22 µM] | -1% | ? | 0% | 5% | 3%
CCOc1ccccc1NC1=C(Cl)C(=O)N(c2ccc(OC)cc2)C1=O | 12% | -9% | ? | i | 8% | -4% | 11% | 2%
COCCOC(=O)c1[nH]c2c(c1C)C(=O)CC(c1cc(OC)ccc1OC)C2 (stereo not given) | -11% | 0% | -26% | i | -2% | 2% | -2% | 1%
CN1CCN(C(=O)c2ccc(S(=O)(=O)c3ccc(Br)cc3)cc2)CC1 | · | -1% | ? | -8% | -1% | 0% | · | -8%
N#Cc1ccccc1CSc1nc2ccc(NC(=O)c3ccccc3C(=O)O)cc2s1 | · | -28% | 6%[46 µM] | 5% | -6% | -7% | 28% | -4%
Cc1cc(C(=O)Nc2c(C)n(C)n(-c3ccccc3)c2=O)on1 | -7% | 0% | -6% | -4% | -1% | -4% | 17% | -6%
CSc1ccc(NC(=O)Nc2cccn(Cc3ccccc3)c2=O)cc1 | · | ? | 0%[46 µM] | -21% | 8% | -1% | 16% | 3%
CCc1cc(C(=O)OC)c(NC(=O)CC2Sc3ccc(C(F)(F)F)cc3NC2=O)s1 (stereo not given) | · | -4% | -2% | 0% | -2% | -2% | · | 12%
COCc1cc(C)nc(OCC(=O)N/N=C/c2ccc(OC)c(O)c2)c1C#N | -22% | ? | -2% | -2% | -5% | -6% | 4% | 4%
Cc1cc(C)c2c(=O)c3c(oc2c1)C(=O)N(CCO)C3c1cccc(O)c1 (stereo not given) | 9% | -5% | 10% | 15% | -16% | -2% | 4% | -10%
CCCS(=O)(=O)N1CCN=C1SCc1ccc(C)cc1 | -32%[inhibitor] | -1% | · | -8% | -2% | 0% | 0% | -4%
Nc1ccccc1Nc1ccc([N+](=O)[O-])cc1[N+](=O)[O-] | -12% | 1% | -8% | -1% | 1% | -3% | 7% | -7%
CC1(C(=O)OCC(=O)Nc2ccccc2Cl)CC1(Cl)Cl (stereo not given) | 17% | 1% | · | i | -2% | -1% | 0% | -3%
Cc1ccc(-c2nc(CS(=O)(=O)CC(=O)N3CC(C)CC(C)C3)c(C)o2)cc1 (stereo not given) | -108%[inhibitor] | ? | ? | 3% | ? | -3% | -8% | -6%
CC(=O)N1CCCc2cc(S(=O)(=O)N3CCc4ccccc4C3)ccc21 | -44%[inhibitor] | 1% | -20% | -4% | ? | -1% | 1% | -17%
Cc1[nH]c(=O)[nH]c(=O)c1/C=N\NC(=O)CCc1ccc(OC(C)C)cc1 | -6% | 3% | -6%[46 µM] | -19% | -5% | -2% | 9% | -1%
Cn1c(CC(=O)Nc2ccc(Cl)c(Cl)c2)nnc1SCC(=O)N1CCN(c2ccccc2)CC1 | -14% | 5% | 18% | i | -2% | 0% | 5% | 0%
COc1cc(/C=N\NC(=O)c2sc(N)nc2C)cc(OC)c1OC | 10% | ? | -6% | -16% | -12% | -12% | -5% | -6%
COc1ccc(NS(=O)(=O)c2ccc(Oc3ncccn3)cc2)cc1 | -43%[inhibitor] | 3% | ? | -3% | 4% | -4% | 9% | 12%
Cc1cc(C(=O)N/N=C2\CCCc3ccccc32)c(C)o1 | ? | 14% | -9% | -2% | -4% | -1% | 6% | -4%
N#C/C(=C\c1ccccn1)c1nc2ccccc2s1 | 15% | -18% | ? | -7% | ? | 1% | 33%[activator] | 0%
Cc1ccc(C(=O)COC(=O)c2ccc(-c3cnc4ccccc4n3)cc2)cc1C | 20% | ? | -1% | -10% | ? | 2% | 10% | 7%
N#CC(C#N)=Cc1ccc(OC(=O)c2ccccn2)cc1 | ? | 18µM* | -8% | -2% | 2µM* | 1% | 98%[activator] | 10%
CS(=O)(=O)N1CCN(c2ccccc2F)CC1 | -11% | 1% | 2% | -4% | 19% | 0% | 1% | 8%
N#Cc1cccc(-c2nnc(SCc3ccccc3C#N)o2)c1 | ? | -14% | 2% | 12% | ? | 0% | 5% | -23%
COc1ccc2sc(N3C(=O)C4CC=C(C)CC4C3=O)nc2c1 (stereo not given) | -4% | 2% | -9% | -2% | 13µM* | -1% | -2% | -7%
Cc1cc(NC(=O)c2cc([N+](=O)[O-])ccc2Cl)no1 | · | 18% | · | -4% | · | 1% | -11% | 2%
CCc1c(C(=O)NC2CCCC2)csc1C | -25% | -1% | -4% | -3% | -2% | 2% | 1% | 14%
Cc1cccc(C)c1OCC(O)CNS(=O)(=O)c1ccccc1C(=O)N1CCOCC1 (stereo not given) | -12% | 7% | -2% | -6% | -3% | -1% | -2% | 2%
Cc1cc(NC(=O)CSc2ccc(-c3ccc(F)cc3)nn2)no1 | 17% | 7% | · | 1% | -2% | 0% | 5% | -5%
O=C1CCC(=O)N1c1nc2nc(-c3ccccc3)cc(=O)n2[nH]1 | 19% | 0% | -3% | -2% | 6% | 0% | -3% | 3%
O=C(NC(=S)NNS(=O)(=O)c1ccccc1)c1ccccc1[N+](=O)[O-] | -5%[1.84 µM] | 5% | 8% | -7% | 28% | -3% | 2% | -6%
CC(OC(=O)c1cccs1)C(=O)NCc1ccco1 (stereo not given) | 4% | 4% | 5% | i | 13% | -1% | -2% | -9%
COC(=O)CN1C2(C#N)CCCCC2CC2CCCCC21C#N (stereo not given) | 5% | -23% | 5% | -10% | -1% | -6% | 2% | -4%
O=C(Nc1nc(COc2ccccc2)cs1)C1CCC1 | 13% | -4% | ? | -4% | 7% | -1% | 2% | -8%
Cc1ccc(N2CCN(c3ccc(C)cc3)C2c2ccccn2)cc1 | 5% | -10% | 3% | -14% | ? | -2% | 8% | 7%
CC1=NN(c2ccccc2)C(=O)/C1=C\c1cc(C)n(C)c1C | · | -24% | · | 1% | · | -1% | -9% | -9%
c1cc(C2OCCN2CC2COC3(CCCC3)O2)ccn1 (stereo not given) | 17% | ? | -2% | 15% | -4% | 1% | 3% | -6%
O=C(COC(=O)c1cc(=O)[nH]c2ccccc12)c1ccccc1 | 5% | 4% | · | -3% | -6% | -1% | -3% | 6%
CC1=CC(C)(C)N(S(=O)(=O)c2ccc(C)cc2)c2ccccc21 | -19% | 2% | ? | -5% | 11% | -3% | 11% | 1%
COc1ccc([N+](=O)[O-])c(OC)c1C(=O)NC(=O)Nc1c(F)cc(F)cc1F | · | -21% | · | 4% | 2% | -1% | 0% | -7%
Cc1nnc(NC(=O)CSc2cn(Cc3ccccc3)c3ccccc23)s1 | -6% | 9% | 6% | -4% | ? | 2% | -2% | 5%
O=C(COc1ncnc2ccccc12)Nc1cc(S(=O)(=O)N2CCOCC2)ccc1Cl | · | 0% | · | -1% | · | -2% | -8% | 7%
COC(=O)CC1=C(C(=O)OC)C(c2ccncc2)C(C#N)=C(N)O1 (stereo not given) | ? | ? | 14% | -2% | ? | 9% | -25% | 5%
Cn1c(=O)c(C(=O)CSc2nnc(Nc3ccccc3)s2)c(N)n(Cc2ccccc2)c1=O | -19% | -3% | 5% | i | 3% | 1% | 1% | 0%
Cc1cc(C)n(-c2nnc(N3CCN(c4ccc(F)cc4)CC3)nn2)n1 | -28% | -3% | -5%[46 µM] | ? | 6% | -1% | -11% | 3%
COC(=O)C/C=C\[C@@H](C)[C@@H](/C=N\OCC[C@@H]1C=C[C@H](OC(C)=O)[C@H](COC(C)=O)O1)OC | · | · | · | -4%[11.5 µM] | -2%[13.5 µM] | -53%[11.2 µM] | · | -11%[11.2 µM]
COc1cccc(C(=O)NCCSc2c(C)[nH]c3ccccc23)c1OC | · | -4% | · | -6% | · | -1% | 2% | -12%
CCOC(=O)c1c(/N=C/N(C)C)sc(C)c1C | -16% | 1% | 14%[46 µM] | i | -5% | 2% | 4% | 4%
C=CCOc1ccc(Br)cc1/C=N/O | -6% | -7% | 9% | -4% | ? | -3% | 4% | -6%
N#Cc1cn(Cc2ccccc2)c(=O)[nH]c1=O | -6% | -4% | · | i | 7% | -1% | 5% | -10%
CCOC(=O)N1CCN(C(=O)CSc2ccc(-c3ccccc3)nn2)CC1 | -10% | -9% | -9%[46 µM] | 1% | ? | -1% | 0% | 3%
COCC(C)NC(=O)C1CC(c2cccc(Br)c2)=NO1 (stereo not given) | -5% | 8% | 1% | -1% | 0% | -1% | -2% | 3%
CSc1ccccc1C(=O)NCCOc1cccc(C)c1 | -18% | 3% | -9%[46 µM] | i | 0% | 0% | 5% | 6%
CC(C)Nc1nc(NC(C)C)nc(N(C)C(N)=O)n1 | 24% | -4% | 10% | 8% | 18% | 0% | 3% | -1%
COc1ccccc1-c1c(C)nn2c(N3CCC(C(N)=O)CC3)cc(C)nc12 | 10% | 1% | -4% | -5% | 0% | 0% | 4% | 8%
O=C(c1ccc(F)cc1)c1cn[nH]c1-c1ccccc1O | -9% | 3% | 13% | -6% | -15% | -2% | 3% | -2%
OCC1O[C@H](Oc2ccc(O)cc2)C(O)C(O)C1O (stereo not given in full) | -12% | -5% | 5% | -6% | -4% | 1% | -8% | 0%
Cc1ccc(S(=O)(=O)n2nc(OC(=O)c3c(-c4ccccc4Cl)noc3C)cc2N)cc1 | 7% | -2% | ? | -7% | ? | -3% | -2% | -6%
COc1ccc(C2OC(=O)CC2C(=O)NC(C)C)cc1 (stereo not given) | · | 1% | ? | i | 16µM* | -4% | · | -3%
O=C(NC(=S)N1CCc2ccccc21)c1ccccc1Br | · | 7% | -12% | -6% | ? | -2% | · | -2%
